Screens (PubChem)
TCR-CD3 inh = inhibitors of human TCR-CD3 interaction, primary screen, biochemical, fluorescence, TAMRA-labeled TCR probe | T-cell receptor (TCR) | inhibition, % at 9.4 µM | hit rate 0.37% among 360,000 | AID 651800, 2012; in the data active = inhibition above about 19%;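 also: recombinant mutant TCR 2C K166C tagged with TAMRA read by polarization; 0% = receptor in buffer alone and 100% = receptor with positive control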
TDP2 absorb = human TDP2 enzyme inhibitors, primary screen, biochemical, epi absorbance, recombinant enzyme; T5PNP hydrolysis, p-nitrophenol absorbance 415 nm; hit rate 0.34% among 370,000; inhibition, % at 12.8 µM;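 active = inhibition above the mean of all tested compounds plus 3 SD, set per campaign, cut at about 25% in these data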;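 also: 0% = DMSO with enzyme and 100% = buffer with substrate but no TDP2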
Target sequence (O95551 whole entry, looked up): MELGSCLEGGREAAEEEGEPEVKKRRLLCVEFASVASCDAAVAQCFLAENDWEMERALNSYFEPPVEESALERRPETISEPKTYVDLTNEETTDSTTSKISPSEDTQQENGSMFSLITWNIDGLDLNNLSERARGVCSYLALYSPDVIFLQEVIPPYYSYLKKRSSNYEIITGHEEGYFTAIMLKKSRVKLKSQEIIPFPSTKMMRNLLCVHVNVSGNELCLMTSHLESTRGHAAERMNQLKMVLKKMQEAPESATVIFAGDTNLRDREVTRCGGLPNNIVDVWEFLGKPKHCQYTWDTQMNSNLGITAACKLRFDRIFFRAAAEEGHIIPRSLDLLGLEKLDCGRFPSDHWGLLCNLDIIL
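Evaluation: % inhibition relative to enzyme-containing and enzyme-free wells. Material: recombinant human TDP2. Benchmarks: enzyme-free and DMSO wells. Timing: enzyme reaction with compound for 2 h at 37 °C. Compound dosing: 12.8 µM only. Measured by: p-Nitrophenol epi absorbance. Reagent: T5PNP substrate at 5 mM, a TopII-DNA adduct mimic. Replication: single well per compound.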
PRMT1 inh = PRMT1 methyltransferase inhibitors, primary screen, biochemical, fluorescence polarization. Protein arginine N-methyltransferase 1 (Homo sapiens), Q99873. recombinant PRMT1, activity-based probe fluorescence polarization. inhibition, % at 2.79 µM. hit rate 1.3% among 370,000. AID 652257, 2013;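 active = inhibition above about 21% made by adding two undisclosed values, limit read from the data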
LEDGF integ inh = blockers of LEDGF/p75-dependent integrase strand transfer – biochemical, TR-FRET, high throughput, primary screen; HIV-1 integrase (with human LEDGF/p75); inhibition, % at 3.7 µM; AID 743269, 2014; hit rate 0.64% among 370,000; TR-FRET IN-LEDGF/p75 DNA integration, Eu/Cy5;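 active = inhibition above the screen-wide mean plus 3 SD, cut at about 13% in these data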;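 also: signal is the Cy5 over europium emission ratio at 671 and 618 nm; 0% = plate median of compound wells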
SIAE primary = human SIAE inhibitors, primary screen, biochemical, fluorescence polarization, FP-Rh probe, 1536-well HTS; Sialate O-acetylesterase (Homo sapiens), Q9HAT2; SIAE FP-Rh probe binding; inhibition, % at 9.66 µM; hit rate 0.69% among 370,000; AID 1053197, 2014;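 active = inhibition above a cutoff: mean of compounds within the control limits plus 3 SD of those, cut at about 17% in these data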;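 also: 0% = plate median of compound wells and 100% = probe without SIAE protein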
Rev-erbA mod = modulators of Rev-erb alpha DNA binding, primary screen, biochemical, FITC-DNA, fluorescence polarization, uHTS; Rev-erbα–FITC-DNA binding, 90 min; activity, % at 10 µM; hit rate 0.79% among 370,000; Nuclear receptor subfamily 1 group D member 1 (Homo sapiens), P20393;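 active = activity above about 14%, limit read from the data; passing the limit was not always enough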;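 also: 0% = DMSO wells with 35 nM protein and 100% = DMSO wells with 750 nM protein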
PG9 Ab binder = binders of HIV-1 gp120 antibody PG9, primary screen, biochemical, TR-FRET; HIV-1 gp120 / PG9 antibody interaction; TR-FRET gp120-PG9 antibody binding; inhibition, % at 6.7 µM; hit rate 0.43% among 360,000; AID 624416, 2012; in the data active = inhibition above about 8.5%
mABHD4 FP = ABHD4 inhibitors, primary screen, biochemical, fluorescence polarization, mouse; inhibition, % at 8.92 µM; (Lyso)-N-acylphosphatidylethanolamine lipase (Mus musculus), Q8VD66; purified mABHD4, FP-Rh probe fluorescence polarization; hit rate 0.54% among 370,000;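 active = inhibition exceeding the mean over every tested compound plus 3 SD, cut at about 30% in these data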;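 also: 0% = plate median of compound wells and 100% = S159A mutant with DMSO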
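System: mouse ABHD4 enzyme, wild type / Medium: HEPES pH 7.0, NaCl, Pluronic buffer / Reagent: FP-Rh activity-based fluorescent probe / Control set: S159A mutant high control, sample median low control / Detection: fluorescence polarization with parallel and perpendicular emission, 525/598 nm / Schedule: 45 min + 60 min at 25 °C / Compound dosing: 8.92 µM, single dose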
rCAG RNA binder = binders of r(CAG) RNA repeats, primary screen, biochemical, fluorescence; r(CAG) RNA repeat, TO-PRO-1 dye displacement fluorescence; inhibition, % at 3 µM; hit rate 1.3% among 370,000; AID 651821, 2012;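 active = inhibition above the plate cutoff, the mean of all test compounds on that plate plus 3 SD, cut at about 35% in these data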;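 also: 0% = DMSO alone and 100% = 100 µM mitoxantrone as full dye displacement; higher means more dye released from RNA so lower well fluorescence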
HTRA1 inhibitor = HTRA1 serine protease inhibitors, primary screen, biochemical, fluorescence polarization, HTS; recombinant HTRA1, FP-rhodamine activity-based probe; hit rate 0.5% among 340,000; inhibition, % at 5.96 µM; in the data active = inhibition above about 36%;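 also: 0% = enzyme with DMSO and 100% = wells lacking enzyme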
Target sequence (Q92743 whole entry, looked up): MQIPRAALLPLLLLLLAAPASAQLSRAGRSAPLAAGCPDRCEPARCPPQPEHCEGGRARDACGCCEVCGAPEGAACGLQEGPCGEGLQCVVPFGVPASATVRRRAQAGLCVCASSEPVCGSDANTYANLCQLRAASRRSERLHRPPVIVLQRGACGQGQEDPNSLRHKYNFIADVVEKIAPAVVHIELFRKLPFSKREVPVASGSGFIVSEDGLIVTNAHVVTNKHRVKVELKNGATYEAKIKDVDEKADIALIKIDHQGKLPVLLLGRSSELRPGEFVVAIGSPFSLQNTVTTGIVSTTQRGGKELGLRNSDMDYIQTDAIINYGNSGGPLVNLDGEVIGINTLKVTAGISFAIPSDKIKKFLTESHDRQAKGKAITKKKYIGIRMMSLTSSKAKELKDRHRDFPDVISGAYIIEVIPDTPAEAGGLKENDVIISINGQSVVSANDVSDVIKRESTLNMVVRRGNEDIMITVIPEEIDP
Numbers without * were called inactive; . = no result given. Only part of the results is shown; the hit share may differ from the screen's.

The first 2 records, ahead of the listing:
SMILES | TCR-CD3 inh | TDP2 absorb | PRMT1 inh | LEDGF integ inh | SIAE primary | Rev-erbA mod | PG9 Ab binder | mABHD4 FP | rCAG RNA binder | HTRA1 inhibitor
CCSc1nnc(NC(=O)CSc2nc3c(c(=O)n2CCOC)SC(C)C3)s1 (stereo unspecified) | -9 | -1 | -1 | -1 | 4 | -1 | -1.8 | 8 | 7 | -3
CCCCC(=O)N(C)c1c(C)nc2ccc(C(=O)NCCOc3ccc(OC)cc3)cn12 | 0 | 0 | -2 | 0 | -2 | 2 | 1.1 | -1 | 0 | .

The list itself, previewed entries included:
SMILES | TCR-CD3 inh | TDP2 absorb | PRMT1 inh | LEDGF integ inh | SIAE primary | Rev-erbA mod | PG9 Ab binder | mABHD4 FP | rCAG RNA binder | HTRA1 inhibitor
CCSc1nnc(NC(=O)CSc2nc3c(c(=O)n2CCOC)SC(C)C3)s1 (stereo unspecified) | -9 | -1 | -1 | -1 | 4 | -1 | -1.8 | 8 | 7 | -3
CCCCC(=O)N(C)c1c(C)nc2ccc(C(=O)NCCOc3ccc(OC)cc3)cn12 | 0 | 0 | -2 | 0 | -2 | 2 | 1.1 | -1 | 0 | .
O=C(Cn1cnc2c(OCc3ccccc3)ncnc21)NCCc1c[nH]c2ccccc12 | -1 | 3 | 6 | 3 | 10 | 7 | -1.5 | -3 | 3 | -3
Fc1ccccc1-c1nc(-c2ccc(Br)o2)no1 | -7 | -2 | 2 | -4 | -10 | 1 | -0.5 | -4 | 1 | -20
Cc1ccccc1CSc1nnc(-c2ccccn2)n1C | -3 | -2 | -4 | 4 | 8 | 4 | 0.3 | -3 | 3 | .
O=C(CN1C(=O)NC2(CCCC2)C1=O)Nc1cc(C(F)(F)F)ccc1N1CCCCC1 | 1 | -12 | 6 | -5 | -4 | -1 | -0.8 | -10 | 0 | -6
CCOc1cc2c3c(c1)C(C)=CC(C)(C)N3C(=O)C2=O | -10 | 3 | 4 | -2 | 4 | -3 | -14 | 9 | -2 | 2
Cc1cc(N2CCCCC2)n2ncc(-c3ccccc3)c2n1 | 1 | -1 | -1 | -6 | 6 | -4 | 0.6 | 12 | -6 | 3
O=C(Cc1ccc(NC2=NC3CS(=O)(=O)CC3S2)cc1)NCCc1ccccc1 (stereo unspecified) | -3 | -5 | 1 | -1 | 8 | -3 | -2.9 | 5 | -1 | -2
O=C(c1ccc(Cl)cc1)c1cc([N+](=O)[O-])ccc1N1CCOCC1 | 1 | -6 | -2 | 0 | 3 | -3 | -0.9 | -3 | -5 | -2
CCn1c(/C=N/c2nc3ccccc3n2C)nc2ccccc21 | -8 | -14 | 3 | 7 | -6 | 1 | 1.9 | -1 | 0 | -5
NC(=O)CC(NC(=O)Cc1ccc(Br)cc1)c1ccc(NC2CCCCCCC2)c([N+](=O)[O-])c1 (stereo unspecified) | -2 | 15 | 0 | -1 | 5 | 0 | -0.8 | 4 | 3 | 1
O=C(CCN1C(=O)c2ccncc2C1=O)Nc1ccc(F)cc1 | 4 | 9 | -2 | -2 | 3 | -1 | -0.8 | 6 | 2 | 7
COc1ccc(-c2cc3cc(OC)c(OC)cc3cn2)cc1 | 2 | -11 | 0 | -2 | -16 | 1 | 0.1 | -18 | 3 | -25
CC(C)n1cnc2cc(NCc3ccccn3)ccc21 | -4 | 8 | 2 | -1 | 7 | -1 | -0.6 | -4 | -2 | 3

Just TDP2 absorb and rCAG RNA binder, for 3 of the compounds above:
molecule,TDP2 absorb,rCAG RNA binder
CCSc1nnc(NC(=O)CSc2nc3c(c(=O)n2CCOC)SC(C)C3)s1 (stereo unspecified),-1,7
CCOc1cc2c3c(c1)C(C)=CC(C)(C)N3C(=O)C2=O,3,-2
O=C(CCN1C(=O)c2ccncc2C1=O)Nc1ccc(F)cc1,9,2

Next section
SMILES | TCR-CD3 inh | TDP2 absorb | PRMT1 inh | LEDGF integ inh | SIAE primary | Rev-erbA mod | PG9 Ab binder | mABHD4 FP | rCAG RNA binder | HTRA1 inhibitor
CN(C)CCCNC(=S)NCC(c1ccc(Cl)cc1Cl)c1c[nH]c2ccccc12 (stereo unspecified) | -3 | -8 | -2 | -3 | 4 | 3 | -1.0 | 15 | 11 | -4
COc1ccc(-c2c3c(=O)n(C)c(=O)n(C)c3cn2-c2ccc(O)cc2)cc1 | -4 | 0 | 6 | -6 | 1 | 4 | 0.7 | -7 | -14 | 3
O=C1C(Cl)=C(Nc2ccccc2O)C(=O)N1c1ccccc1 | 8 | -5 | 22* | 3 | 4 | 3 | -1.7 | 28 | 9 | 8
COc1cc(Cl)ccc1OCc1cc(C(=O)N2CCCCCC2)no1 | 5 | 9 | 4 | 2 | 6 | 5 | 0.2 | -4 | -4 | -7
O=C(CCC(=O)N1CCN(C2CCCC2)CC1)Nc1nnc(C(F)(F)F)s1 | 5 | 2 | -1 | 1 | 1 | 0 | 0.5 | 6 | -2 | 4
CCCc1nc(N)sc1C(=O)OCC | -2 | 2 | 5 | 3 | 3 | -7 | -0.1 | 7 | -1 | -7
CC(C)C(=O)Nc1ccccc1N1CCN(S(C)(=O)=O)CC1 | -1 | -3 | -2 | 0 | 4 | 2 | -1.2 | -5 | -1 | 5
CCOc1ccc(-n2ccnc2SCC(=O)Nc2cc(C)on2)cc1 | 2 | -6 | -2 | 3 | 8 | -2 | -1.5 | 2 | -2 | 1
Cc1cc(C)nc(NC(=S)Nc2ccc(Br)cc2Cl)c1 | 0 | -7 | -4 | -5 | -1 | 2 | -1.7 | 3 | 3 | 3
CCOc1ccc(C(=O)CCC(=O)NN2C(=O)NC3(CCCCC3)C2=O)cc1 | -1 | -2 | 0 | 3 | 0 | 0 | -0.6 | 3 | 0 | 0
CCn1nnnc1SCC(=O)Nc1nc2ccccc2s1 | 0 | 2 | 4 | 1 | -1 | -1 | -1.0 | -2 | 0 | -4
C[C@H](CO)N1C[C@H](C)[C@@H](CN(C)C(=O)Nc2ccccc2)Oc2ccc(NC(=O)Cn3cnnn3)cc2C1=O | 4 | 4 | -3 | -1 | 3 | 7 | -0.3 | 7 | 2 | 2
COCC(=O)N1CCC(Oc2ccc(C(=O)NC3Cc4ccccc4C3)cc2)CC1 | -4 | 1 | 2 | -3 | -4 | -5 | -0.4 | 6 | -8 | -2
CCOC(=O)N1CCN(C(=O)C[C@@H]2C[C@@]3(C(=O)OC)CCCCC=C3N(Cc3ccc4c(c3)OCO4)C2=O)CC1 | 6 | 3 | 4 | 0 | 8 | -2 | 1.1 | 1 | 1 | .
CCOC(=O)c1c(C)[nH]c(C(=O)COC(=O)CCNS(=O)(=O)c2ccc(NC(C)=O)cc2)c1C | -4 | -3 | -1 | -9 | -5 | -2 | 0.8 | -5 | 4 | -4

Some values from above.
Entry of `CCCc1nc(N)sc1C(=O)OCC` under Rev-erbA mod: -7
Entry of `CCOC(=O)N1CCN(C(=O)C[C@@H]2C[C@@]3(C(=O)OC)CCCCC=C3N(Cc3ccc4c(c3)OCO4)C2=O)CC1` under PG9 Ab binder: 1.1
Entry of `COc1cc(Cl)ccc1OCc1cc(C(=O)N2CCCCCC2)no1` under PRMT1 inh: 4
Entry of `CN(C)CCCNC(=S)NCC(c1ccc(Cl)cc1Cl)c1c[nH]c2ccccc12` (stereo unspecified) under rCAG RNA binder: 11

Next entries
SMILES | TCR-CD3 inh | TDP2 absorb | PRMT1 inh | LEDGF integ inh | SIAE primary | Rev-erbA mod | PG9 Ab binder | mABHD4 FP | rCAG RNA binder | HTRA1 inhibitor
Cc1ccc(C)c(NC(=O)C(CC(=O)O)Cc2ccccc2)c1 (stereo unspecified) | -7 | -4 | -4 | 3 | 5 | -5 | -2.3 | 1 | -5 | -7
O=C(CC1(O)C(=O)N(Cc2ccccc2)c2ccccc21)c1ccncc1 (stereo unspecified) | 1 | 4 | -2 | -2 | 4 | 6 | 0.3 | -6 | 2 | -4
CC(OC(=O)C1CCN(c2ccc(C(F)(F)F)cn2)CC1)C(=O)Nc1cccc([N+](=O)[O-])c1 (stereo unspecified) | 0 | -3 | 3 | 1 | -16 | 4 | 0.2 | -14 | 5 | -42
CCC(=O)N1N=C(c2ccc(Cl)cc2)CC1c1ccco1 (stereo unspecified) | 3 | 7 | -5 | 3 | 2 | -1 | -2.3 | -6 | -5 | 2
COc1cc(OC)cc(-c2nnc(SCC(=O)N3c4ccccc4Sc4ccccc43)o2)c1 | 2 | 6 | -4 | 3 | -1 | 0 | -0.6 | 6 | 0 | 1
O=C1c2ccccc2C(=O)N1CCCC(=O)N1CCCc2ccccc21 | 1 | 7 | -1 | -1 | -6 | 4 | -0.1 | 6 | -3 | -1
COc1ccc(/C=C/C(=O)O)cc1Cl | -6 | 1 | 3 | -4 | 3 | 0 | -1.4 | 5 | -2 | -1
O=C(CSc1ncn[nH]1)Nc1ccc([N+](=O)[O-])cc1Br | 5 | -1 | -2 | 5 | 0 | 1 | -1.4 | 3 | 0 | 7
CCN(CC)CCOC(=O)c1c(C)oc2ccc(O)cc12 | -8 | 2 | 5 | 2 | 1 | -5 | 0.1 | -2 | 2 | 4
c1ccc(CNn2nnc3ccccc32)cc1 | 4 | -2 | -1 | 4 | -4 | 4 | -0.8 | -2 | 0 | .
CN(C)C(CNC(=S)Nc1cccc(Cl)c1)c1ccccc1 (stereo unspecified) | -2 | 2 | 2 | -2 | 5 | -8 | 0.5 | 5 | -7 | -6
O=C(N/N=C/c1cc([N+](=O)[O-])ccc1O)c1ccc2c(c1)OCCO2 | 8 | -1 | 4 | -3 | 2 | 4 | 0.3 | 14 | 2 | 10
O=C(c1cnn2c(C(F)F)cc(-c3ccccc3)nc12)N1CCc2ccccc2C1 | 3 | -14 | -1 | -1 | -1 | -1 | -1.6 | -5 | -2 | -44
COc1ccccc1CCc1nnc(CCC(=O)NCC2CCCO2)o1 (stereo unspecified) | 8 | 5 | 1 | 2 | 1 | 1 | -1.5 | 4 | -1 | -2
CC1(C)C(c2ccco2)=[N+]([O-])C2(CCCCC2=O)N1O (stereo unspecified) | 0 | -6 | -2 | 1 | 0 | -3 | -2.8 | 2 | 2 | 6
